KB-3-1 cytotox – kills parental KB-3-1 adenocarcinoma cells; AID 1347075; KB-3-1 viability, CellTiter-Glo ATP luminescence, 72 h; 400,000 tested, 1.4% active; Potency, µM (titrated, usually from 46.1 µM), inactives show top-dose activity change, negative = cytotoxic, hits mostly cytotoxic; also: potency is read from the fitted curve at half-maximal effect; % is scaled to controls: 0 for no effect and ±100 for the full control effect; nearly all actives have a fitted effect of over 60% in size
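Cytotoxicity measured as CellTiter-Glo luminescence after 72 h at 37 C. Compound titrations were pinned onto drug-naive KB-3-1 parental adenocarcinoma cells grown in DMEM with 10% FBS, and normalized data fitted to concentration-response curves.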
GLP-1R agonist – activates the human GLP-1 receptor; HEK293 GLP-1R CRE-luciferase, luminescence, 4-6 h; cells express a hypersensitive GLP-1R form; Potency, µM (highest dose often 45.6 µM), for inactives: at the top dose activation, hits mostly activators; 380,000 tested, 0.007% active; also: potency is read from the fitted curve at half-maximal effect; % of control where 0% means no effect
Target sequence (P43220 whole entry, looked up): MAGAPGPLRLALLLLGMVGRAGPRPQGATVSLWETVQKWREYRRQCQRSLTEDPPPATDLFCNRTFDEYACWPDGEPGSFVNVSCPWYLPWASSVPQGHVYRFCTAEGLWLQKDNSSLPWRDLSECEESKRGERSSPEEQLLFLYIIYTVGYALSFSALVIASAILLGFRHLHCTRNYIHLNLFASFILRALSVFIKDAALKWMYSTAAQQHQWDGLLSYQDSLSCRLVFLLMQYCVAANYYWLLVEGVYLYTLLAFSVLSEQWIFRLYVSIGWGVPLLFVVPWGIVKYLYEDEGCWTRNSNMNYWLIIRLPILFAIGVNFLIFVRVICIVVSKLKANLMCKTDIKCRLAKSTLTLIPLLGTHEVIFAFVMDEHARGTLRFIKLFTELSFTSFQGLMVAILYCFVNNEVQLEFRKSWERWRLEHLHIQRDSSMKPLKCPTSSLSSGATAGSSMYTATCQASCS
D3 ag – agonists of human D3 dopamine receptor; P35462; 410,000 tested, 0.58% active; D3R DiscoveRx beta-arrestin cells, luminescence, 90 min; max activation, %; in the data active = max activation above about 30%; also: 0% is about no effect; mostly tested at two doses, the higher about 12 µM
Target sequence (P35462 whole entry, looked up): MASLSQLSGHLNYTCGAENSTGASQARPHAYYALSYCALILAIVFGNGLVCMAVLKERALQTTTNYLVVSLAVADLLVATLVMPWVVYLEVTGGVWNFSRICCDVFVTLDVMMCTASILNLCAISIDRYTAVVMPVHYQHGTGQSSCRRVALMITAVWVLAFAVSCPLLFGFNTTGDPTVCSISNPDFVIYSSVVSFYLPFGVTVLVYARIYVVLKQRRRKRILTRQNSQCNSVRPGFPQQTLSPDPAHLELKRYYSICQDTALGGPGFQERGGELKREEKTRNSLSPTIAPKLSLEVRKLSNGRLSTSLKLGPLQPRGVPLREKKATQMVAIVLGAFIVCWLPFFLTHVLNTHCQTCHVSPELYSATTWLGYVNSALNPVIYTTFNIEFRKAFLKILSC
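Cells at 1500/well, incubated overnight, then treated with pinned compounds (dopamine as control) for 90 min at 37 degrees C. DiscoveRx reagent added for 30 - 60 minutes at room temperature; luminescence read.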
SW480 rereplic – induces DNA re-replication in SW480 colon adenocarcinoma cells; Potency, µM (titrated, usually from 46.1 µM), without a hit: at the top dose re-replication activation, actives largely listed as activators; 340,000 tested, 1.8% active; AID 624297; SW480 DNA re-replication, Hoechst DNA content imaging, 48 h; also: potency is read from the fitted curve at half-maximal effect; % of control where 0% means no effect; nearly all actives have a fitted effect of over 55% in size
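Image-based DNA-content assay: after two days of treatment, nuclei were labelled with the DNA dye Hoechst and imaged, and hits were compounds raising the count of nuclei showing high fluorescence intensity.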
IL-1B inflam inh – inflammasome signaling inhibition, IL-1 beta readout | THP-1 LPS/ATP IL-1B secretion, AlphaLISA, 16 h; hits give low values | activity change, % at 57.5 µM | 360,000 tested, 4.7% active | AID 743279; in the data active = activity change below about -50%; inconclusive = mostly about -30% to -49%; also: % is scaled to controls: 0 for no effect and ±100 for the full control effect
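Secreted IL-1B measured by AlphaLISA bead assay after 16 h compound exposure of THP-1 cells; compounds (final up to 57.5 uM) added 1 h before LPS (250 ng/mL) and ATP (1.25 mM) stimulation; lower signal means less secretion.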
KB-V1 MDR tox – kills drug-selected multidrug resistant KB-V1 cells. KB-V1 MDR cells viability, CellTiter-Glo, 72 h. Potency, µM (doses to about 46.1 µM), for inactives: top-dose activity change, negative = cytotoxicity, usual class: cytotoxic. 400,000 tested, 3.4% active. AID 1347076; also: potency is read from the fitted curve at half-maximal effect; % is scaled to controls: 0 for no effect and ±100 for the full control effect; nearly all actives have a fitted effect of over 60% in size
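Cytotoxicity toward P-gp-expressing KB-V1 cells was determined as loss of CellTiter-Glo luminescence after 72 h at 37 degrees C. Compounds were tested in quantitative HTS format across a concentration range, with curves fitted to normalized data.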
D3 antag – antagonists of human D3 dopamine receptor | P35462 | D3R cells, DiscoveRx beta-arrestin luminescence, antagonist mode; hits give low values | max response, negative = inhibition, % | 360,000 tested, 2.5% active | AID 652054; in the data active = max response below about -50%; inconclusive = no clear call, values can overlap the other calls; also: % is scaled to controls: 0 for no effect and ±100 for the full control effect; mostly tested at two doses, the higher about 12 µM
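Cells expressing the human receptor were seeded at 1500 cells/well, incubated overnight at 37 degrees C in 5% CO2, then exposed to library compounds with dopamine controls for 90 minutes at 37 degrees C before luminescent detection.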
HT1080NT lethal – kills 2HG-producing HT-1080-NT fibrosarcoma cells | HT-1080-NT fibrosarcoma viability, CellTiter-Glo ATP luminescence, 48 h | Potency, µM (series often up to 46.1 µM), for the others: top-dose activity, negative = less viability, actives largely listed as cytotoxic | 360,000 tested, 1.6% active | AID 686970;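 also: NT is the 2HG producing partner of a matched IDH1 knockdown line; potency is read from the fitted curve at half-maximal effect; 0% = DMSO-treated cells and -100% = media-only wells without cells; nearly all actives have a fitted effect of over 55% in size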
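Viability by CellTiter-Glo luminescence after 48 h compound exposure at 37C of HT-1080-NT cells (750/well, RPMI, 5% FBS). % activity scaled between DMSO wells and medium-only wells, then curve-fitted and categorized by curve class.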
HT1080 IDH1KD tx – kills HT-1080 cells with IDH1 knockdown | HT-1080 IDH1 knockdown viability, ATP luminescence, 48 h | Potency, µM (top dose mostly 46.1 µM), for the others: at the highest dose activity, negative = toxicity, usual class: cytotoxic | 360,000 tested, 2% active;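 also: potency is read from the fitted curve at half-maximal effect; 0% = DMSO wells and -100% = cell-free medium wells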
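After a 2 h attachment period, IDH1KD HT-1080 cells took pin-transferred compound for 48 h at 37 °C; ATP-based luminescence after 10 min room-temperature reagent incubation reported viability.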
Numbers without * were called inactive; i = inactive; ? = inconclusive; . = no result given; & = joins results of further samples. Unless noted, calls follow the shape of the dose curve; as a rule, active = well fitted curve in the direction sought with a large enough effect; inconclusive = small, poorly fitted or top-dose-only effect, or another doubt; inactive = no such curve, though single readings can be large; an effect the other way counts as inactive or inconclusive.

Letter code – A = KB-3-1 cytotox; B = GLP-1R agonist; C = D3 ag; D = SW480 rereplic; E = IL-1B inflam inh; F = KB-V1 MDR tox; G = D3 antag; H = HT1080NT lethal; I = HT1080 IDH1KD tx
CCOC(=O)[C@@H]1[C@H]2COc3cc(OC)ccc3[C@H]2N2C(=O)N(c3cccc(F)c3)C(=O)[C@@]12C
  A = -5%	B = 1%	C = 2	D = 2%	E = -18	F = -15%	G = 9	H = 0%	I = 2%

O=c1c2sc3ccccc3c2[nH]c(=S)n1CCN1CCOCC1
  A = 1%	B = 0%	C = 3	D = -1%	E = 52	F = 0%	G = 11	H = 11%	I = 13%

CCN(CC)C(=O)CSc1nc(-c2ccc(C)cc2)nc2c1COC(C)(C)C2
  A = 1%	B = -5%	C = -1	D = -16%	E = 2	F = 4%	G = 20	H = 1%	I = -2%

CN(CCN1CCOCC1)C(=O)c1cc(COc2ccc(F)c(F)c2)on1
  A = 1%	B = -23%	C = -1	D = ?	E = i	F = -21%	G = 12	H = -1%	I = 1%

Cc1ccc(N=Cc2ccc(O)cc2O)cc1F
  A = -27%	B = -13%	C = 5	D = 2%	E = -16	F = 9%	G = -6	H = -10%	I = 5%

CCC(C)(C)NC(=O)C(c1cccn1C)N(C(=O)Cn1nnc2ccccc21)c1ccc(NC(C)=O)cc1 (centres undefined)
  A = 10%	B = 0%	C = 3	D = 13%	E = 0	F = ?	G = 15	H = -1%	I = 0%

N/C(=N\c1nc2c(c(=O)[nH]1)CCC2)Nc1cccc(Cl)c1
  A = ?	B = 3%	C = -7	D = ?	E = -22	F = ?	G = -21	H = ?	I = ?

CC(=O)NCC1(c2ccccc2)CCN(CCCC(=O)c2ccc(F)cc2)CC1
  A = -6%	B = 2%	C = -8	D = .	E = -5	F = 12%	G = -116*	H = 2%	I = 5%

O=S(=O)(NCCO)c1cccc2cccnc12
  A = -5%	B = 5%	C = 2	D = 12%	E = 36	F = -3%	G = -7	H = -10%	I = 0%

O=C(NCc1ccc(F)cc1F)[C@@H]1CCCN1C(=O)[C@@H]1CCCN1
  A = 2%	B = -1%	C = -2	D = .	E = 11	F = -9%	G = 0	H = 4%	I = -5%

C=CCC[C@H](CCCCC)OC(=O)/C=C/[C@H](O)[C@@H](O)C[C@H](O)CC=C
  A = -17%	B = -3%	C = -2	D = .	E = -21	F = 26%	G = -9	H = -21%	I = -29%

CC(C)[C@H](NC(=O)Nc1cccc(Br)c1)C(=O)O
  A = -9%	B = -5%	C = -2	D = 1%	E = 13	F = -17%	G = -8	H = -5%	I = -2%

C=CCn1c(SCC(=O)Nc2cc(C)on2)nc2ccccc21
  A = -2%	B = 3%	C = -3	D = .	E = 3	F = -27%	G = 15	H = 9%	I = 6%

COc1cc(S(=O)(=O)NCc2ccncc2)c(OC)cc1Br
  A = .	B = -26%	C = 9	D = -2%	E = 24	F = .	G = 24	H = -3%	I = -2%

Cc1ccccc1C(=O)N/N=C/c1ccncc1
  A = -1%	B = -10%	C = 3	D = -10%	E = -11	F = 9%	G = 10	H = -3%	I = -5%

CCN(CC(=O)Nc1c(F)cccc1F)C(=O)CC1CCCCC1
  A = 5%	B = 2%	C = 4	D = -8%	E = 10	F = -6%	G = -3	H = 0%	I = 1%

CCCCOc1ccc(C(=O)NCCOc2cccc(OC)c2)cc1
  A = 2%	B = -4%	C = -3	D = 0%	E = -6	F = -20%	G = -14	H = 0%	I = 0%

CCn1c(CC(=O)Nc2ccc(OC)cc2)nnc1SCC(=O)N1CCOCC1
  A = 18%	B = -6%	C = 6	D = 2%	E = 0	F = 14%	G = 4	H = 0%	I = 0%

Cc1ccc(Nc2c(-c3ccc(C)o3)nc3cnccn23)cc1
  A = -7%	B = 28%	C = -4	D = 16%	E = 66	F = -9%	G = 8	H = 19%&1%	I = 5%&13%

Cc1cc(O)c(N)c(C)c1Cl
  A = 14%	B = 8%	C = 0	D = 0%	E = 8	F = 0%	G = -2	H = -7%	I = -9%

Cc1cc(C)c(S(=O)(=O)NCC(CCC(=O)O)C(F)(F)F)c(C)c1 (centres undefined)
  A = 3%	B = -10%	C = 7	D = 1%	E = 22	F = 4%	G = 3	H = 10%	I = 10%

CCn1c(SCC(=O)Nc2nc(-c3ccccc3)cs2)nnc1-c1ccccc1O
  A = ?	B = -20%	C = 1	D = -7%	E = -22	F = -12%	G = -7	H = ?	I = ?

Cc1cccc(OCC(=O)NC2CCCC2)c1
  A = 20%	B = 14%	C = -12	D = -10%	E = -4	F = 16%	G = -23	H = 16%	I = 10%

Cc1nn(Cc2ccccc2)c(C)c1C(=O)NCCN1C(=O)S/C(=C\c2ccc(F)cc2)C1=O
  A = -7%	B = -7%	C = 5	D = 26%	E = 11	F = ?	G = 9	H = 6%	I = 7%

CC(C)N(C)Cc1nnnn1CC(=O)N(C)Cc1ccc(F)cc1
  A = 17%	B = -6%	C = 5	D = 9%	E = -4	F = -1%	G = -12	H = -1%	I = -3%

CC(=O)c1cccc(-c2ccnc3c2CC(C(=O)NCc2ccncc2)O3)c1 (centres undefined)
  A = -3%	B = 9%	C = -5	D = .	E = 32	F = -2%	G = 0	H = 7%	I = 0%

O=C(Nc1cccnc1Cl)C1CCCN(c2ncnc3c2nc2n3CCCCC2)C1 (centres undefined)
  A = 1%	B = 0%	C = -2	D = -4%	E = 0	F = 2%	G = 27	H = 0%	I = 12%

Gathered by group: the entries above with four or more nitrogen atoms
Letter code – A = KB-3-1 cytotox; B = GLP-1R agonist; C = D3 ag; D = SW480 rereplic; E = IL-1B inflam inh; F = KB-V1 MDR tox; G = D3 antag; H = HT1080NT lethal; I = HT1080 IDH1KD tx
CCC(C)(C)NC(=O)C(c1cccn1C)N(C(=O)Cn1nnc2ccccc21)c1ccc(NC(C)=O)cc1 (centres undefined)
  A = 10%	B = 0%	C = 3	D = 13%	E = 0	F = ?	G = 15	H = -1%	I = 0%

N/C(=N\c1nc2c(c(=O)[nH]1)CCC2)Nc1cccc(Cl)c1
  A = ?	B = 3%	C = -7	D = ?	E = -22	F = ?	G = -21	H = ?	I = ?

C=CCn1c(SCC(=O)Nc2cc(C)on2)nc2ccccc21
  A = -2%	B = 3%	C = -3	D = .	E = 3	F = -27%	G = 15	H = 9%	I = 6%

CCn1c(CC(=O)Nc2ccc(OC)cc2)nnc1SCC(=O)N1CCOCC1
  A = 18%	B = -6%	C = 6	D = 2%	E = 0	F = 14%	G = 4	H = 0%	I = 0%

Cc1ccc(Nc2c(-c3ccc(C)o3)nc3cnccn23)cc1
  A = -7%	B = 28%	C = -4	D = 16%	E = 66	F = -9%	G = 8	H = 19%&1%	I = 5%&13%

CCn1c(SCC(=O)Nc2nc(-c3ccccc3)cs2)nnc1-c1ccccc1O
  A = ?	B = -20%	C = 1	D = -7%	E = -22	F = -12%	G = -7	H = ?	I = ?

Cc1nn(Cc2ccccc2)c(C)c1C(=O)NCCN1C(=O)S/C(=C\c2ccc(F)cc2)C1=O
  A = -7%	B = -7%	C = 5	D = 26%	E = 11	F = ?	G = 9	H = 6%	I = 7%

CC(C)N(C)Cc1nnnn1CC(=O)N(C)Cc1ccc(F)cc1
  A = 17%	B = -6%	C = 5	D = 9%	E = -4	F = -1%	G = -12	H = -1%	I = -3%

O=C(Nc1cccnc1Cl)C1CCCN(c2ncnc3c2nc2n3CCCCC2)C1 (centres undefined)
  A = 1%	B = 0%	C = -2	D = -4%	E = 0	F = 2%	G = 27	H = 0%	I = 12%

An excerpt from above, showing only HT1080 IDH1KD tx.
molecule	HT1080 IDH1KD tx
CC(C)N(C)Cc1nnnn1CC(=O)N(C)Cc1ccc(F)cc1	-3%
CCOC(=O)[C@@H]1[C@H]2COc3cc(OC)ccc3[C@H]2N2C(=O)N(c3cccc(F)c3)C(=O)[C@@]12C	2%

Bioassay records from PubChem BioAssay.
